PglD DTNB: C. jejuni PglD acetyltransferase inhibitors, primary screen, biochemical, DTNB colorimetric, single point; inhibition, % at 12.5 µM; AID 602405, 2012; purified PglD enzyme, DTNB colorimetric CoA detection; 0.098% of 360,000 active; in the data active = inhibition above about 16%, passing the limit was not always enough; inconclusive = no clear call, values can overlap the other calls; note: strong numbers were not always called active
RAD52 inh: RAD52 DNA annealing inhibitors, primary screen, biochemical, FRET, single point, set 2; recombinant RAD52 DNA annealing, FRET fluorescence; 0.46% of 360,000 active; AID 651710, 2012; inhibition, % at 18.7 µM; DNA repair protein RAD52 homolog (Homo sapiens), P43351;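 active = every replicate showing at least 50% inhibition; inconclusive = mean inhibition at least 50% but not in every replicate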
miR-122 sensor: miR-122 Renilla sensor signal increase in Huh7, primary screen, miR-122 inhibitor project, cell-based, single point, plate reader. Huh7 miR-122 Renilla luciferase sensor, 48 h; neutral wells = 0, positive control = 100. activation (reporter increase), % at 12.5 µM. 0.3% of 340,000 active. AID 602342, 2012;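 active = mean replicate activation score at least 90 and every replicate individually at or above 90; inconclusive = only one of the two criteria met; inactive = neither criterion met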;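 note: higher luciferase means less miR-122 activity so hits act as miR-122 inhibitors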
Cneo AK release: Cryptococcus neoformans cell lysis inducers, primary screen, AK release luminescence, single concentration; C. neoformans lysis, adenylate kinase release luminescence, 4 h; normalised: neutral wells 0, clomiphene wells 100; lysis activity, % at 15 µM; 0.2% of 360,000 active;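 active = mean lysis activity across replicates of at least 80%, whatever share of replicates individually reach that level; inactive = mean lysis activity below 80%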
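Material – log-phase Cryptococcus neoformans yeast cells · Input – 5 × 10^6 yeast cells/mL · Medium – fresh YPD growth medium · Doses – single compound concentration per well · Timing – static 4 h at 37 °C with compound, 1 h detection · Detection – adenylate kinase release luminescence · Read-out – signal increase indicating cell lysis · Control set – Clomiphene as positive lysis control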
E-sel inducer: E-selectin induction in HUVECs, primary screen, imaging, HUVEC, immunofluorescence imaging, single point; P16581; normalized: neutral wells 0, TNF-alpha wells 100; activation, % at 7.58 µM; 0.37% of 260,000 active;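 active = mean E-selectin-positive cell signal at least 10% of the positive control, reached in at least 60% of replicates, without over 20% cell loss; inconclusive = no rule given, readout overlaps actives, possibly toxicity-flagged; inactive = the rest, including those meeting only one limit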;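 note: in these data hits start at about 27%; measured in HUVEC primary endothelial cells; signal is the percent of cells scored E-selectin positive by PE staining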
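Assay system: HUVEC, human umbilical vein endothelial cells / Amount: 3,000 HUVEC/well / Controls: TNF-alpha positive control, DMSO neutral control / Compound dosing: single concentration / Medium: EGM-2 over gelatin coat / Evaluation: percent E-selectin-positive cells / Signal: immunofluorescence imaging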
ERAP1 HTS inh: human ERAP1 aminopeptidase inhibitors, primary screen, biochemical, single point, plate reader; recombinant ERAP1, Leu-AMC fluorescence, 60 min; inhibition, % at 10.7 µM; 0.15% of 340,000 active; AID 652197, 2013;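 active = mean replicate inhibition of at least 30%, or all replicates individually reaching that 30% level; inactive = mean below 30% and not every replicate reaching it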;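 note: 0% = neutral control wells and 100% = L-leucinethiol positive control wells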
Target sequence (Q9NZ08 whole entry, looked up): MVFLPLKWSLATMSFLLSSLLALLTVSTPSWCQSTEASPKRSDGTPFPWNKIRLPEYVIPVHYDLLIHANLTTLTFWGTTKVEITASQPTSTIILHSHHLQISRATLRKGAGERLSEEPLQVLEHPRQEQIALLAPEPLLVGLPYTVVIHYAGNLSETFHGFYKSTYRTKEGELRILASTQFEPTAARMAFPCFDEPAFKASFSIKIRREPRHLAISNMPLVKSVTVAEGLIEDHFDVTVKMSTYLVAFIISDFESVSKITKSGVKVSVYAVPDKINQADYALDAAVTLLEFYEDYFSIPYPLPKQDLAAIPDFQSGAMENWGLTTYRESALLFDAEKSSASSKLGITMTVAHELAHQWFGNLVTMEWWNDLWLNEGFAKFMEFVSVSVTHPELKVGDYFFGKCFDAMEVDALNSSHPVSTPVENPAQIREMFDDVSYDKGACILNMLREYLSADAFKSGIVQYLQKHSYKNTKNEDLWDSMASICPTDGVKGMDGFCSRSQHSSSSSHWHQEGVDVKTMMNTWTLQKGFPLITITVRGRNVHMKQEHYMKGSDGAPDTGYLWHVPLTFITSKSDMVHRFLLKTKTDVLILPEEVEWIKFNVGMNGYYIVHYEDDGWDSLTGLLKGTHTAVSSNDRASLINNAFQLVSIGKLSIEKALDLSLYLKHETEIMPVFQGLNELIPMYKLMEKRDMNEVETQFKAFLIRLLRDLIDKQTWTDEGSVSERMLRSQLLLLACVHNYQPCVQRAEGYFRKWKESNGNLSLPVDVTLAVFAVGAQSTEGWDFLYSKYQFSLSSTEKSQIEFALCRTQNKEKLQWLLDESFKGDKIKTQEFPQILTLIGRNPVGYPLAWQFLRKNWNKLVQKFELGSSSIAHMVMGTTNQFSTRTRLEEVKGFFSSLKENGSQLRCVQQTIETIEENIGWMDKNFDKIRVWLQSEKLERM
PGC1a acetyl inh: inhibitors of PGC1a acetylation signal, primary screen, cell-based, U2OS, AlphaScreen, inhibitor mode | AlphaScreen anti-acetyl-lysine; with virally co-expressed GCN5 acetyltransferase | inhibition, % at 15.6 µM | AID 651687, 2012 | 0.17% of 350,000 active;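 active = every replicate shows inhibition of at least 40%; inconclusive = mean inhibition at least 40% but some replicate below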;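 note: 0% = neutral control wells and 100% = positive control wells; some results beyond the cut were filed as inactive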
RAD54 branch: inhibitors of human RAD54 branch migration, primary screen, biochemical, fluorescence, single point; DNA repair and recombination protein RAD54-like (Homo sapiens), Q92698; RAD54 Holliday junction branch migration, FAM/BHQ fluorescence; inhibition, % at 10.4 µM; 0.14% of 360,000 active; AID 602329, 2012;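 active = mean normalized replicate activity at least 40 and at least half of replicates scoring 40 or more; inconclusive = only one of the two criteria met; inactive = mean below 40 and under half of replicates reaching 40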;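 note: 0% = median of neutral control wells and 100% = median of positive control wells; inhibitors cause a drop in the FAM fluorescence signal; in these data hits start at about 50%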
Numbers without * were called inactive; ? = inconclusive; / = no result given; [ ] = another dose, or the depositor's remark.

nr	SMILES	PglD DTNB	RAD52 inh	miR-122 sensor	Cneo AK release	E-sel inducer	ERAP1 HTS inh	PGC1a acetyl inh	RAD54 branch
1	O=C(Oc1cc(-c2ccccc2)no1)c1ccc(F)cc1	1	/	-5	-1	/	/	2	-4
2	CNC[C@@H]1Oc2ccc(NS(=O)(=O)c3ccc(Cl)cc3)cc2C(=O)N([C@@H](C)CO)C[C@H]1C	2	-9	1[16.7 µM]	-43	/	3	2	1
3	Cc1cccc(Nc2nc(N)nc(-c3oc4ccccc4c3C)n2)c1	6	-26	9	-1	/	/	-8	-2
4	COc1ccc(C2C(C(=O)O)c3ccccc3C(=O)N2Cc2ccco2)cc1 (configuration not stated)	5	-2	-1	-1	-1.5	3	-3	-9
5	O=C(C[C@@H]1CC[C@@H]2[C@H](COC[C@H](O)CN2S(=O)(=O)c2ccc(Cl)cc2)O1)N[C@@H]1CCN(Cc2ccccc2)C1	1	18	-10[16.7 µM]	-5	0.1	-1	1	2
6	NC(=O)c1sc2nc(-c3cccs3)ccc2c1N	2	-31	3	0	0.0	1	4	9
7	COc1ccccc1N(CC(=O)NCC1CCCO1)C(=O)CCC(=O)Nc1nccs1 (configuration not stated)	-8	/	0	0	/	/	-23	-2
8	O=C(CN1C(=O)NC2NC(=O)NC21)NC1CCCCC1 (configuration not stated)	5	-1	33	-1	-0.1	10	7	-8
9	Cc1noc(C)c1NC(=O)N(C)C[C@H]1Oc2c(NC(=O)c3ccc(-c4nccs4)cc3)cccc2C(=O)N([C@H](C)CO)C[C@H]1C	1	-2	-7[16.7 µM]	-4	/	-1	-1	-9
10	Cn1c(=O)c2c(nc(NCC3CCCO3)n2Cc2ccccc2)n(C)c1=O (configuration not stated)	12	/	-5	-1	/	/	-5	-4
11	C[C@H]1CN([C@@H](C)CO)C(=O)c2cc(C#Cc3ccccc3F)cnc2O[C@@H]1CN(C)S(=O)(=O)c1ccccc1F	-3	-8	-9[16.7 µM]	1	0.4	0	-2	0
12	CCNC(=O)[C@H]1[C@H](CO)[C@H]2Cn3c(ccc(-c4cccc(F)c4)c3=O)[C@H]2N1C(C)=O	/	-14	/	/	0.1	0	4	/
13	Cc1cc(C)n2nc(CNS(=O)(=O)c3ccc(F)c(C)c3)nc2n1	3	4	/	-1	0.0	0	/	6
14	CC(CN1CCN(C)CC1)OC(=O)c1ccc(F)cc1 (configuration not stated)	0	-13	/	-2	0.2	-4	-8	-5
15	Cc1oc2cc3oc(=O)c4c(c3cc2c1C)CCC4	1	/	-7	0	/	/	9	8
16	CC(C)C(=O)Nc1ccc2c(c1)oc1ccccc12	-9	/	5	4	/	/	-8	3
17	C=CCn1c(SCC#N)nc2ccccc2c1=O	-2	/	-1	-11	/	/	14	-15
18	O=C(Nc1ccc2c(c1)C(=O)OC2)c1ccc(Cl)cc1Cl	-2	-6	-2	-1	/	0	2	8
19	CCOc1ccc(NC(=S)N2CCC(c3ccc(C)cc3)C2)cc1 (configuration not stated)	-4	4	21	4	/	-3	10	-13
20	CC(=O)c1sc(-c2ccccc2)cc1NS(=O)(=O)c1ccc(C)cc1	-2	-6	1	1	8.2	1	2	-4
21	C[C@@H]1CN([C@@H](C)CO)C(=O)c2cc(-c3cccc(C(=O)N(C)C)c3)cnc2O[C@@H]1CN(C)C	47	-13	-5[16.7 µM]	1	-0.5	-1	8	8
22	COc1ccc(CN(C)CC(=O)Nc2ccc(N3CCOCC3)cc2)cc1OC	/	-9	-2	/	-1.2	0	/	/
23	COc1ccccc1CSc1nc2c(c(=O)n(C)c(=O)n2C)n1C	-1	-14	4	-2	48*	-1	4	-1
24	COc1ccc(S(=O)(=O)N2CCOCC2)cc1NC(=O)c1ccc2c(c1)OCCO2	2	-12	-9	7	0.0	-1	-8	8
25	COCCNC(=O)[C@H]1[C@H](CO)[C@H]2Cn3c(ccc(C4=CCCCC4)c3=O)[C@@H]1N2Cc1cocn1	1	-2	-1[16.7 µM]	-3	0.3	5	-1	-8
26	C[C@@H]1CN([C@H](C)CO)C(=O)c2cc(C#Cc3cccnc3)cnc2O[C@H]1CN(C)C(=O)CC1CC1	6	19	19[16.7 µM]	-1	-0.2	9	1	-4
27	COc1ccc(-c2cc(-c3ccc(OC)cc3)c(C#N)c(SC)n2)cc1	5	-5	-3	-2	/	-3	-3	-1
28	CCCn1cnc2cc(NC(=O)c3ccco3)ccc21	-2	-16	/	-1	-0.2	-2	/	7
29	O=C(c1ccccn1)N1C[C@@H]2[C@H](c3ccccc31)[C@H](CO)N2C(=O)CC1CC1	0	-7	42[16.7 µM]	-1	0.2	-1	2	5
30	CCCOC(=O)C1=C(C)NC(=O)NC1c1cccc2ccccc12 (configuration not stated)	0	-7	-12	0	-0.1	-2	/	5
31	CN(C)C(=O)C[C@@H]1C[C@H]2c3cc(NC(=O)Nc4ccccc4)ccc3O[C@H]2[C@@H](CO)O1	6	/	-4[16.7 µM]	1	0.2	/	-5	-3
32	CC(=O)Nc1cc(-c2cccnc2)cn2c(-c3cccc(C(F)(F)F)c3)cnc12	-6	-14	8	0	0.0	-2	-3	10
33	N#CCCCCN1c2cccc3cccc(c23)S1(=O)=O	-7	/	4	-1	/	/	3	4
34	COc1cccc(NC(=O)[C@@H]2CCCN2C(=O)C2CCN(S(=O)(=O)c3ccc(C)cc3)CC2)c1	-2	/	1	-1	/	/	/	1
35	CCc1ccc(NC(=O)N2CCc3ccccc3C2)cc1	2	3	14	-1	13	-5	-15	-5
36	O=C(O)Cc1ccc(C(=O)c2ccc(F)cc2)s1	2	/	8	-2	/	/	-7	-7
37	Cc1cccc(S(=O)(=O)N2C[C@H]3[C@@H](c4ccccc42)[C@@H](CO)N3CC2CCOCC2)c1	-2	-7	-14[16.7 µM]	-1	0.3	2	9	7
38	COc1ccc(-c2csc(Nc3ccc(S(=O)(=O)Nc4cc(C)on4)cc3)n2)cc1	/	-28	/	/	2.1	-2	5	/
39	COCC(C)NC(=O)c1ccc(CN2CCc3ccccc3C2)cc1 (configuration not stated)	-2	-15	-1	0	/	0	/	-8
40	O=C(C[C@@H]1CC[C@H]2[C@@H](COC[C@@H](O)CN2C(=O)c2ccccc2)O1)Nc1ccccc1	-5	/	3[16.7 µM]	0	0.0	/	3	9
41	O=C(NC1CCS(=O)(=O)C1)c1ccc(Br)s1 (configuration not stated)	-1	-15	2	-1	0.0	-3	-3	3
42	CC(C)Cc1ccc(CN2CCCC(NC(=O)Cn3cnnn3)C2)cc1 (configuration not stated)	-2	-5	11	1	-0.4	2	4	-13
43	Cc1nc(-c2ccccc2)cc(-c2ccccc2)n1	-3	5	-5	3	-2.4	-6	7	-8
44	CCc1nc2ccc(C(=O)NCCCN3CCCC3=O)cn2c1N(CC)Cc1cccc(Br)c1	-4	-8	-2	1	-0.7	-1	2	0
45	Cc1cccc(-n2nc3c(c2NC(=O)c2ccc(S(=O)(=O)N4CCOCC4)cc2)CSC3)c1C	0	/	-2	2	/	/	-11	2
46	Cc1ccc(C)c(S(=O)(=O)Nc2cc3c4c(c2)CCC(=O)N4CCC3)c1	/	7	218*	/	/	1	8	/
47	Cc1ccc(S(=O)(=O)n2nc(OC(=O)c3cccs3)cc2N)cc1	-5	/	/	0	/	/	1	4
48	Cc1ccc(C2(c3noc(CN4CCC(c5ccncc5)CC4)n3)CCCC2)cc1	-4	-11	7	-4	2.4	-2	0	-8
49	Nc1nnc(CC(=O)Nc2ccccc2)s1	-1	-20	3	3	1.9	/	-11	0
50	O=C(c1cccc(F)c1)N1CCN(C2CCCCC2)CC1	5	-14	4	0	/	-4	7	-6
51	O=c1c(-c2ccc(O)cc2)coc2cc(OC3OC(CO)C(O)C(O)C3O)cc(O)c12 (configuration not stated)	-2	4	2	6	-0.1	-1	9	-2
52	COC(=O)NCc1cc2cc(Cl)ccc2[nH]1	4	-20	-4	-2	/	3	2	-8
53	COc1ccc(S(=O)(=O)N(CC(=O)NCc2ccccn2)Cc2ccccc2)cc1	-6	-11	-5	-2	/	0	6	-9
54	CC1(C)NC(=O)N(CN2C(=O)NC(C)(C)C2=O)C1=O	-1	/	5	-1	/	/	-1	4
55	c1ccc(NC2=NCCN2CC2CCCCC2)cc1	1	-12	0	3	0.0	2	-32	-13
56	COc1ccc(C#Cc2ccc3c(c2)[C@@H]2[C@@H](CCN2C(=O)c2ccccc2F)[C@@H](CO)N3C)cc1	-2	-3	-6[16.7 µM]	-13	2.2	/	0	0
57	CCCCNC(=O)C1(C)CCCCN1C(=O)c1cc(-c2ccccc2)cs1 (configuration not stated)	6	-6	2	-1	1.6	0	-8	-12
58	CCCNC(=O)N1[C@H](CO)[C@@H](c2ccccc2)[C@H]1CNC(=O)c1ccc(F)cc1	-2	/	0[16.7 µM]	-1	-0.2	/	7	-2
59	COc1ccccc1CCC(=O)NC1CCCN(c2ccc(C(F)(F)F)cn2)C1 (configuration not stated)	-2	-5	8	1	/	-4	2	10
60	COc1ccc(C=O)cc1COc1c(F)c(F)cc(F)c1F	0	/	0	2	/	/	13	7

Entries above containing a CF3 group, in the order listed:
nr	SMILES	PglD DTNB	RAD52 inh	miR-122 sensor	Cneo AK release	E-sel inducer	ERAP1 HTS inh	PGC1a acetyl inh	RAD54 branch
32	CC(=O)Nc1cc(-c2cccnc2)cn2c(-c3cccc(C(F)(F)F)c3)cnc12	-6	-14	8	0	0.0	-2	-3	10
59	COc1ccccc1CCC(=O)NC1CCCN(c2ccc(C(F)(F)F)cn2)C1 (configuration not stated)	-2	-5	8	1	/	-4	2	10

Going on with the list.
nr	SMILES	PglD DTNB	RAD52 inh	miR-122 sensor	Cneo AK release	E-sel inducer	ERAP1 HTS inh	PGC1a acetyl inh	RAD54 branch
61	C[C@@H]1CN([C@H](C)CO)C(=O)c2cccc(NC(=O)c3nc4ccccc4s3)c2O[C@@H]1CN(C)C(=O)Nc1ccc(F)cc1	2	-18	78[16.7 µM]	0	0.2	0	?	-6
62	Cc1ccnc(NC(=O)CCC(=O)c2cc(C)sc2C)c1	3	-227	1	-7	/	6	-9	-4
63	CCCC(=O)Nc1nc2ccc(C(=O)OCC)cc2s1	3	-5	-13	-1	0.1	6	8	-15
64	CCCN(C(=O)CSc1n[nH]c(-c2ccc(OC)cc2)n1)c1c(N)n(Cc2ccccc2)c(=O)[nH]c1=O	12	-17	/	0	-2.1	1	/	4
65	N#Cc1c(-c2ccccc2)cc(-c2ccccc2)nc1SCC(=O)O	3	-20	-1	0	0.1	-13	3	-1
66	O=C(c1ccc(Cn2cc(Cl)cn2)o1)N1CCN(Cc2ccc3c(c2)OCO3)CC1	2	/	-6	0	/	/	8	-18
67	CO[C@H]1CN(C)C(=O)c2cc(NC(=O)c3cnccn3)ccc2OC[C@@H](C)N(CC2CC2)C[C@@H]1C	/	5	/	/	-0.2	-2	7	/

Compound activity deposited in PubChem by Broad Institute.

No enrichment for hits. Share with any hit: about 1.4%.
